High-throughput results as filed in PubChem BioAssay.
GPR151 ag – activators of human GPR151, primary screen, cell-based, PathHunter beta-arrestin, luminescence; PathHunter beta-arrestin GPR151 cells; AID 1508602, 2020; 650,000 tested, 1% active; activation, % at 11.2 µM; G-protein coupled receptor 151 (Homo sapiens), Q8TDV0; in the data active = activation above about 4.9%;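 note: 0% = median of compound wells and 100% = cells with positive control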
Target sequence (Q8TDV0 whole entry, looked up): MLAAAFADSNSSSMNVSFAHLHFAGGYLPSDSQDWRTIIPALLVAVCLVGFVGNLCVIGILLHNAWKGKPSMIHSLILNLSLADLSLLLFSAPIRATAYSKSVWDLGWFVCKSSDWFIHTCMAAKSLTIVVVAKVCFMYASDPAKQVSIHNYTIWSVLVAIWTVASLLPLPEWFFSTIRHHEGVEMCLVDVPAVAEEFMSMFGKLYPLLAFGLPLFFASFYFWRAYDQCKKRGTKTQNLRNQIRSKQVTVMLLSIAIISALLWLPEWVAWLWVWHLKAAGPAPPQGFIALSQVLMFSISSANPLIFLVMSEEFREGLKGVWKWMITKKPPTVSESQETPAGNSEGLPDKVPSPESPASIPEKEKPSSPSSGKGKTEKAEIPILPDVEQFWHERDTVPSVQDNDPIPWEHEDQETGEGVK
TEAD-YAP block – TEAD-YAP interaction inhibition, primary screen, TEAD-YAP interaction inhibitor project, luminescence, HEK-TIYL cells | TEAD-Gal4/YAP UAS-luciferase luminescence | inhibition, % at 9.12 µM | 640,000 tested, 1.4% active; in the data active = inhibition above about 32%;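 note: 0% = median of test compound wells and 100% = reference inhibitor wells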
FBW7 activator – FBW7 E3 ligase activators, primary screen, biochemical, AlphaScreen, human; F-box/WD repeat-containing protein 7 (Homo sapiens), Q969H0; AlphaScreen FBW7–phospho-cyclin E peptide binding, activator screen; normalized activity (activation), % at 26.1 µM; 650,000 tested, 0.13% active; AID 1259310, 2017; in the data active = normalized activity above about 1.9%;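 note: purified mutant Fbw7 with reduced substrate affinity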
MITF primary – MITF inhibitors, primary screen, biochemical, AlphaScreen, human; AlphaScreen MITF homodimerization, bead proximity signal; inhibition, % at 2.6 µM; Microphthalmia-associated transcription factor (Homo sapiens), O75030; 650,000 tested, 0.91% active; in the data active = inhibition above about 50%;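 note: 0% = vehicle wells with protein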
Target sequence (O75030 whole entry, looked up): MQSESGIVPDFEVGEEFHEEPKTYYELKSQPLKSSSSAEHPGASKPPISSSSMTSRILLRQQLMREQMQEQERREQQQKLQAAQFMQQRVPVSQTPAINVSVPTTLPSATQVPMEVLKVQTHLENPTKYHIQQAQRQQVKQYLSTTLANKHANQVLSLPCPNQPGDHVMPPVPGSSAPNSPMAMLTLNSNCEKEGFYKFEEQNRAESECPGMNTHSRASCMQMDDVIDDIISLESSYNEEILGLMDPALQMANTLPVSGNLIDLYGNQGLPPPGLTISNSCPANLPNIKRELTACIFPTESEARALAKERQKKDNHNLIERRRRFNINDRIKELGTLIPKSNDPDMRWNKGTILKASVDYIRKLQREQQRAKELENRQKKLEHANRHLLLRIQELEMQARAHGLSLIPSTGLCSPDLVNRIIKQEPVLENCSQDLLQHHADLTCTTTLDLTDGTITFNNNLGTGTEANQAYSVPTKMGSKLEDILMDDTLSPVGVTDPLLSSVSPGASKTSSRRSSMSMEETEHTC
An asterisk follows results filed as active; / = no result given.

1: Cc1ccc(N2C(=O)C3N=NN(c4ccccc4)C3C2=O)cc1 (centres undefined)
2: FC(F)(F)c1ccccc1CN1CCCC(N2CCOCC2)C1 (centres undefined)
3: COC(=O)C(CC(C)C)NC(=O)CSc1nc2ccccc2o1 (centres undefined)
4: Cc1cc(N(CC(=O)N2CCC(C(N)=O)CC2)S(C)(=O)=O)ccc1Br
5: CCOc1ccc(/C=C/[N+](=O)[O-])c2ccccc12
6: O=C(CCS(=O)(=O)c1ccc(Cl)cc1)OCC(=O)c1ccccc1Br
7: O=C1CC(c2nnc(Cc3ccc(Cl)cc3)o2)CN1c1ccccc1 (centres undefined)
8: Cc1nnc2nc(-c3ccc(NC(=O)CN4CCCC4=O)cc3)cn2c1C
screen / no.	1	2	3	4	5	6	7	8
GPR151 ag	2.5	1.0	0.5	-1.5	-1.3	0.7	1.0	0.2
TEAD-YAP block	-64	-8	1	-10	13	-9	-6	-12
FBW7 activator	-0.4	-0.1	-0.1	0.1	-0.1	0.1	1.1	-0.2
MITF primary	7	4	16	6	2	4	9	-2

9: CCCCCOC(=O)c1ccc(OC(=O)c2cccc(C(=O)OC(C)C)n2)cc1
10: COC(=O)c1ccc(COc2cccc3c2CCN(Cc2ccccc2)C3=O)o1
11: CN(C)C(=O)CSc1nnc(-c2ccco2)n1-c1ccc(F)cc1
12: COc1ccc(C)cc1S(=O)(=O)N(CC(=O)O)c1cc(C)cc(C)c1
13: O=C(CC1(O)C(=O)Nc2ccc(F)cc21)c1ccc(Cl)cc1 (centres undefined)
14: CCCSc1nnc2c(n1)OC(c1cc(C)ccc1C)Nc1ccccc1-2 (centres undefined)
15: CC1=C/C(=N\OC(=O)/C=C/c2ccccc2)C(C)=CC1=O
16: COc1ccc(C(CC(=O)NCc2ccc(C)cc2)NS(=O)(=O)c2ccc(F)cc2)cc1 (centres undefined)
screen / no.	9	10	11	12	13	14	15	16
GPR151 ag	0.6	-0.7	0.2	0.9	-0.5	-0.2	0.3	0.2
TEAD-YAP block	-32	-6	2	11	1	-27	-3	6
FBW7 activator	0.1	0.0	-0.1	0.2	-0.1	0.0	-0.1	0.1
MITF primary	-2	3	-12	7	0	-3	-8	10

17: CN1CCN(C2CC(=O)N(c3ccc(I)cc3)C2=O)CC1 (centres undefined)
18: Cc1ccc([N+](=O)[O-])cc1NC(=O)CSc1nnc(CSCc2ccccc2)n1C
19: N#CC1=C(N)N(c2c(F)cccc2F)C2=C(C(=O)CCC2)C1c1cccc(Cl)c1Cl (centres undefined)
20: CC(=O)Nc1cccc(Oc2ccc3c(c2)C(=O)NC3=O)c1
21: O=C(Cc1ccc(C(F)(F)F)cc1[N+](=O)[O-])N/N=C/c1ccc2c(c1)OCO2
22: CC(=O)N1CCN(C(=S)Nc2ccc(Oc3ccccc3)cc2)CC1
23: O=C(Nc1ccc(Cl)c(Cl)c1)c1cccc(C(=O)Nc2ccc(Cl)c(Cl)c2)c1
24: COc1ccc(-c2cc(C(F)(F)F)n3nc(C(=O)Nc4cccc(Cl)c4)cc3n2)cc1OC
screen / no.	17	18	19	20	21	22	23	24
GPR151 ag	-0.2	1.8	-0.2	0.5	2.2	0.9	-2.2	0.2
TEAD-YAP block	-1	11	-19	-22	2	-5	0	2
FBW7 activator	-0.1	-0.2	0.0	-0.1	-0.1	0.6	0.1	0.3
MITF primary	-3	20	-12	6	16	16	17	9

25: CCCn1cc(SCC(=O)NCc2ccc(F)cc2)c2ccccc21
26: CCc1ccc2nc(SCC(N)=O)c(C#N)cc2c1
27: O=C(CC1Sc2ccc(C(F)(F)F)cc2NC1=O)NCc1ccccc1 (centres undefined)
28: O=[N+]([O-])c1cc(C(F)(F)F)ccc1-n1cnc2ccccc21
29: COC(=O)[C@H]1CN(C(=O)c2cnn(C)c2C)C[C@@H]1c1ccc(F)cc1
30: Nc1ccc2c(c1)nc(Cc1ccccc1)n2CCO
31: COc1cc(/C=c2\sc3nc4ccccc4n3c2=O)ccc1OCCOc1ccc(C)c(C)c1
32: CCCC(=O)NCCc1ccc(S(N)(=O)=O)cc1
screen / no.	25	26	27	28	29	30	31	32
GPR151 ag	-0.6	0.9	-0.2	0.4	2.8	2.0	-0.3	3.7
TEAD-YAP block	6	50*	0	0	-3	-5	8	2
FBW7 activator	0.1	-0.1	0.3	0.1	0.1	0.8	-0.2	0.0
MITF primary	-8	-9	1	-3	10	23	3	14

33: COc1ccc(NC(=O)c2cccc(SC)c2)c2ccccc12
34: O=C([C@H]1C[C@@H]2C=C[C@H]1C2)N1CCC(CO)(CCc2ccccc2)CC1
35: COc1cccc(C2=NS(=O)(=O)N(C)C(C(=O)Nc3ccc(F)cc3F)=C2)c1
36: COc1cc(C(=O)N/N=C/C2CC=CCC2)ccc1O (centres undefined)
37: O=C(NC1CCCCC1)c1nnc(Cc2ccc(Cl)cc2)o1
38: CSc1ccc(S(=O)(=O)Nc2ccccc2F)cc1
39: O=C1CCCCCN1C(=O)c1ccc(Cl)cc1
40: Cc1ccc2c(NC(=O)C3CC3)c(C)ccc2n1
screen / no.	33	34	35	36	37	38	39	40
GPR151 ag	0.7	-0.7	-3.0	-0.3	0.2	-1.1	-0.1	-0.3
TEAD-YAP block	-9	-8	0	6	14	-12	5	-4
FBW7 activator	-0.1	0.0	0.2	0.1	-0.1	-0.4	0.0	-0.1
MITF primary	4	-8	5	18	-7	7	0	-2

41: Cc1ccc(OCc2cc(C(=O)NC(C)c3nc(C)sc3C)no2)cn1 (centres undefined)
42: Cn1c(C(=O)NCC2Cc3cc(-c4cnccn4)cc(Cl)c3O2)cc2ccccc21 (centres undefined)
43: COc1cc(Cl)c(S(=O)(=O)NCc2cccs2)cc1Cl
44: CCn1c(=O)c2cc(C(=O)NCCCN3CCCCCC3)sc2c2ccccc21
45: CCCn1c2ccccc2c2nnc(SCC(=O)N3CCCCC3)nc21
46: O=C(CN(C(=O)c1cc2c(s1)CCC2)C1CCCC1)NCc1cccs1
47: Cc1ccc(C(=O)Nc2cccc(NC(=O)c3ccc(F)cc3)c2)cc1[N+](=O)[O-]
48: O=C(CSc1nnc(CNc2ccc(Cl)cc2)o1)c1cccs1
screen / no.	41	42	43	44	45	46	47	48
GPR151 ag	-0.6	2.3	-0.8	0.6	-0.6	2.8	0.6	0.3
TEAD-YAP block	3	31	4	10	-11	0	-9	-11
FBW7 activator	0.1	0.0	0.0	-0.4	-0.1	-0.1	-0.1	0.0
MITF primary	17	11	8	-33	-3	14	7	-6

49: CCOC(=O)c1sc2nc(CN3CCCCC3C)[nH]c(=O)c2c1C (centres undefined)
50: C/C(=N\NC(=O)c1cc(-c2cccnc2)nc2ccccc12)c1ccccc1O
51: O=C(/C=C/c1ccc([N+](=O)[O-])cc1)N1CCCC1
52: CC1CCCCN1C(=O)C1CCN(S(=O)(=O)c2ccc(-n3cnnn3)cc2)CC1 (centres undefined)
53: CCOC(=O)c1cccc(NC(=O)Nc2c(C)n(C)n(-c3ccccc3)c2=O)c1
54: Cc1cc(NCCc2ccc(O)cc2)nc(-c2c(C)noc2C)n1
55: COc1ccc(CCNC(=O)CCn2c(SCc3ccc(F)cc3)nc3ccccc3c2=O)cc1OC
56: CCOc1cc(C2C(C(=O)OC)=CN(Cc3ccc(Cl)cc3)C=C2C(=O)OC)cc([N+](=O)[O-])c1O
screen / no.	49	50	51	52	53	54	55	56
GPR151 ag	0.1	1.6	-0.9	-0.4	0.3	-1.2	0.6	-0.9
TEAD-YAP block	-4	41*	-8	6	5	1	8	7
FBW7 activator	0.0	0.0	-0.1	0.7	0.2	0.1	0.0	-0.4
MITF primary	-3	6	2	10	18	12	-3	10

57: O=C(CN1C(=O)C2CCCN2C(=O)c2ccccc21)Nc1ccc(Cl)cc1 (centres undefined)
58: COc1ccc(S(=O)(=O)Nc2c(C)n(C)n(-c3ccccc3)c2=O)cc1[N+](=O)[O-]
59: CC(=O)c1cccc(NS(C)(=O)=O)c1
60: CCOCCn1c(=NC(=O)c2ccccc2S(C)(=O)=O)sc2ccccc21
61: CCOC(=O)C1CCCN(C(=O)c2cc3c(=O)[nH]c4ccccc4c3n2C)C1 (centres undefined)
62: CCOc1ccc(-n2c(/C=C\c3cccc(C(F)(F)F)c3)nc3ccccc3c2=O)cc1
63: Cc1cc(NC(=O)c2ccc(S(=O)(=O)N3CC(C)OC(C)C3)cc2)no1 (centres undefined)
64: COc1cccc(C2NC(=O)NC(C)=C2C(=O)OC2CCCCC2)c1 (centres undefined)
screen / no.	57	58	59	60	61	62	63	64
GPR151 ag	-0.5	1.7	-0.4	0.7	-1.2	0.6	-1.6	0.1
TEAD-YAP block	2	10	2	-5	6	8	10	-7
FBW7 activator	0.0	-0.1	-0.1	-0.1	-0.3	0.0	-0.1	0.5
MITF primary	18	4	-8	-6	11	6	0	0

65: CCOC(=O)c1[nH]c2ccc(F)cc2c1NC(=O)CNc1nncs1
66: O=C(Nc1ccc(-c2cn[nH]c2)cc1F)C1COc2ccccc2O1 (centres undefined)
67: COc1ccc(C2CC(=O)C3=C(C2)Nc2ccccc2NC3c2ccc(C)s2)cc1 (centres undefined)
68: Cc1cccc(C)c1NC(=O)C1c2cccc[n+]2CC(=O)N1Cc1cccs1 (centres undefined)
69: Cn1cccc1/C=C1/C(=O)NC(=O)N(C2CCCCC2)C1=O
70: CC(=O)N(CCc1ccc(C)[n+]([O-])c1)c1ccccc1
71: CC/C=C\C/C=C\C/C=C\C[C@H](O)/C=C/C=C\CCCC(=O)O
72: CC(C)OCCCNC(=O)c1nn(C)c2c1COc1ccccc1-2
screen / no.	65	66	67	68	69	70	71	72
GPR151 ag	-0.2	0.7	-0.7	0.4	-1.0	2.2	-1.8	3.0
TEAD-YAP block	-4	-30	-2	13	1	4	/	-14
FBW7 activator	0.0	-0.1	0.0	-0.3	0.1	0.1	/	0.1
MITF primary	-6	6	-2	10	15	0	11	5

73: CCCNc1nc(-c2ccc(OC)nc2)nc2nc[nH]c12
74: O=C(NCc1cccs1)c1ccc2c(c1)N(Cc1ccccc1)C(=O)CS2
75: CC1CCC(NC(=O)c2ccc(NC3=NC4CS(=O)(=O)CC4S3)cc2)CC1 (centres undefined)
76: CCOC(=O)c1sc(N2C(=O)C(=O)/C(=C(/O)c3ccc(C)cc3)C2c2cccc(Cl)c2)nc1C (centres undefined)
77: CCCCNC(=O)CCCn1c(=O)[nH]c2ccc(Br)cc2c1=O
78: Cc1noc(C)c1S(=O)(=O)N1CCC(C(=O)NCc2ccc(F)cc2)CC1
79: COC(=O)C1=C(C)N=c2s/c(=C\c3ccccc3OC(C)=O)c(=O)n2C1c1cccs1 (centres undefined)
80: CN(C)c1ccc(-c2nc3n(c(=O)c2C#N)CCS3)cc1
screen / no.	73	74	75	76	77	78	79	80
GPR151 ag	2.6	-0.4	-0.6	-1.7	1.2	0.1	0.1	0.2
TEAD-YAP block	14	8	-5	4	-6	10	1	-19
FBW7 activator	-0.1	-0.1	1.0	0.1	0.0	0.1	-0.1	0.4
MITF primary	-3	2	6	8	13	7	-17	5

Brought forward from above: 4 compounds; new compounds follow.
77: CCCCNC(=O)CCCn1c(=O)[nH]c2ccc(Br)cc2c1=O
78: Cc1noc(C)c1S(=O)(=O)N1CCC(C(=O)NCc2ccc(F)cc2)CC1
79: COC(=O)C1=C(C)N=c2s/c(=C\c3ccccc3OC(C)=O)c(=O)n2C1c1cccs1 (centres undefined)
80: CN(C)c1ccc(-c2nc3n(c(=O)c2C#N)CCS3)cc1
81: O=C(CCCc1ccccc1)Nc1ccc(F)c(F)c1
82: Cc1sc2ncn(CC(=O)NCC(=O)Nc3ccccn3)c(=O)c2c1C
83: Cc1nc2c(-c3ccccc3)c(C)nn2c(C)c1CC(=O)NCCN1CCN(C)CC1
84: CCOc1ccccc1NC(=O)CSc1nnc2ncccn12
85: CCOc1ccc(CN2CCN(Cc3cnn(C(C)C)c3)CC2CCO)cc1 (centres undefined)
86: O=C(Nc1ccccc1)Nc1ccc(C(F)(F)F)cc1
87: COc1cc2nc(CN3CCCCC3C)nc(N3CCCC3)c2cc1OC (centres undefined)
88: O=C(COc1ccc2ccccc2c1)Nc1cc(=O)[nH]c(=O)[nH]1
89: O=C(Nc1ccc(Cl)cc1Cl)c1cc(S(=O)(=O)NC2CCCCCC2)ccc1F
screen / no.	77	78	79	80	81	82	83	84	85	86	87	88	89
GPR151 ag	1.2	0.1	0.1	0.2	2.1	0.2	0.1	-0.9	0.1	0.7	1.8	-1.3	1.3
TEAD-YAP block	-6	10	1	-19	-57	-2	-4	-4	6	-36	7	4	2
FBW7 activator	0.0	0.1	-0.1	0.4	-0.1	-0.1	0.1	0.3	-0.1	-0.2	-0.1	-0.1	0.1
MITF primary	13	7	-17	5	-5	2	7	12	-3	-2	2	-4	16
